mcGAS inh: cyclic GMP-AMP synthase inhibitors, mouse, primary biochemical chemiluminescence. 160,000 compounds, 0.15% hits. inhibition, % at 12.5 µM. recombinant cGAS, Kinase-Glo ATP depletion luminescence;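 note: 0% = negative control wells and 100% = reference inhibitor with no enzyme activity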
NPYLR7 ag: agonists of mosquito NPYLR7 receptor, primary screen, cell-based, Aedes aegypti, calcium fluorescence, mosquito biting behavior; Aedes aegypti neuropeptide Y-like receptor 7 (NPYLR7); 270,000 compounds, 0.15% hits; activation, % at 10 µM; AID 1259423, 2018; HEK293T NPYLR7/Galpha15, GCaMP6s calcium fluorescence; in the data active = activation above about 40%;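 note: 0% = vehicle and 100% = reference agonist at the receptor; some compounds past the cut are filed as inactive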
hcGAS inh: Primary biochemical luminescence assay for human cyclic GMP-AMP synthase inhibitors. Q8N884. recombinant h-cGAS, ATP depletion, Kinase-Glo luminescence. inhibition, % at 12.5 µM. 290,000 compounds, 0.081% hits;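 note: 0% = vehicle reaction and 100% = reaction without DNA for no activity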
Target sequence (Q8N884 whole entry, looked up): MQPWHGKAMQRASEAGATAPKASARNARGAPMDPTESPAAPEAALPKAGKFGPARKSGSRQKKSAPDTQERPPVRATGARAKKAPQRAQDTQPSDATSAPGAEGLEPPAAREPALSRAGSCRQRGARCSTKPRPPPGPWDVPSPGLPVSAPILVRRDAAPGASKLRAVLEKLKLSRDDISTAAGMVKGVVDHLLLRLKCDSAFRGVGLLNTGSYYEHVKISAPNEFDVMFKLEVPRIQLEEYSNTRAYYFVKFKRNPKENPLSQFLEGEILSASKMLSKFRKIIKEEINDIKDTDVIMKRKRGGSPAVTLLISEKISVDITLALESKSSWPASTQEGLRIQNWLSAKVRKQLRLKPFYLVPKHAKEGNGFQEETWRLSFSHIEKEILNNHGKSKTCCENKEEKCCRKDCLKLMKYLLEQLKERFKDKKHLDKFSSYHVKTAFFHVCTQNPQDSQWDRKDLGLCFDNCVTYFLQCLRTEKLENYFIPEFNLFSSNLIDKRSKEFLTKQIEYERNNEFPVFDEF
An asterisk follows results filed as active; . = no result given; & = joins results of further samples. Cut-off read from the data, not from the text of the source, unless noted: active = inhibition above about 40%; inactive = the rest. Compounds as they come. About 0.27% of those tested had a hit in this group.

SMILES	mcGAS inh	NPYLR7 ag	hcGAS inh
Cc1cccc(N=Nc2c(O)n(Cc3ccc(Cl)cc3Cl)c3ccccc23)c1	-5	-2	-4
CCOC(=O)CCC(=O)N1CCC2(CC1)NC(=O)c1ccc(Cl)cc1N2	-3	4	-5
CCC(C(=O)N(CC(=O)N(Cc1cccn1Cc1ccccc1Cl)CC(C)C)C(C)C)c1ccccc1 (stereo not given)	-7	-1	-17
CCOCCOc1nc(-c2ccc3c(c2)OCO3)n(-c2ccc(NC(=O)CCl)cc2)n1	-9	20	-6
CCOC(=O)c1sc(NC(=O)c2ccc(C(C)=O)cc2)nc1C	-5	-15	2
O=[N+]([O-])c1cc2c(c(CSc3nc4cc(Cl)ccc4s3)c1)OCOC2	.	-3	-5
S=c1[nH]c2ccc(Cl)cc2[nH]1	.	3	-6
COCCCN(Cc1ccc(C)cc1)Cc1ccc(C(C)(C)O)o1	-3	-2	-2
CCOC(C)C(=O)Nc1cc(C(=O)N(C)C)ccn1 (stereo not given)	.	6	-11
COCCn1cc(NC(=O)NCC(C)O)c2ccccc21 (stereo not given)	.	-2	-6
CC(C(=O)O)N1C(=O)/C(=C/c2ccc([N+](=O)[O-])cc2)SC1=S (stereo not given)	39	-2	-1
CCS(=O)(=O)c1ccc2oc(-c3ccc(N)cc3Cl)nc2c1	-6	-1	-4
N#CCSc1nnc(CN2CCCCC2)n1-c1ccccc1C(F)(F)F	.	1	-7
O=C(CSc1nncs1)c1cccs1	.	6	-2
CC1=C(C(=O)N(C)Cc2ccc3nsnc3c2)C(C)NC(=O)N1 (stereo not given)	.	5	2
Cc1cccc(-n2ncc3c(=O)[nH]c(-n4nc(C)cc4NC(=O)Cc4ccc(F)cc4)nc32)c1	-6	.	-1
CCCn1nnnc1COc1c(Br)cccc1Br	.	-2	-5
C=CCN(CC(=O)N1CCc2sccc2C1COc1ccc(Cl)cc1)C(=O)c1cccs1 (stereo not given)	-3	15	-4
CC1CCN(c2ccc(NC(=O)NC34CC5CC(CC(C5)C3)C4)cc2C(=O)NC2CC2)CC1	-4	19	-6
Cc1cc(C(=O)N2CCN(CC(OCc3c(F)cccc3F)c3ccc(Cl)cc3)CC2)no1 (stereo not given)	-5	0	-6

Next section (4 carried over from the part before).
SMILES	mcGAS inh	NPYLR7 ag	hcGAS inh
CCCn1nnnc1COc1c(Br)cccc1Br	.	-2	-5
C=CCN(CC(=O)N1CCc2sccc2C1COc1ccc(Cl)cc1)C(=O)c1cccs1 (stereo not given)	-3	15	-4
CC1CCN(c2ccc(NC(=O)NC34CC5CC(CC(C5)C3)C4)cc2C(=O)NC2CC2)CC1	-4	19	-6
Cc1cc(C(=O)N2CCN(CC(OCc3c(F)cccc3F)c3ccc(Cl)cc3)CC2)no1 (stereo not given)	-5	0	-6
COCC(=O)Nc1ccc(-n2nc(OC)nc2-c2ccc(F)cc2)cc1	-7	1	-4
N#CC1=C2SCCN2C(=O)C(C#N)C12CCCCC2 (stereo not given)	1	0	4
CCOc1ccccc1NC(=O)Cn1cc(OC)c(=O)cc1CSc1nnnn1C	-8	0	-9
COc1ccc(NC(=O)c2cccc(CN3CCCC(O)C3)c2)cn1 (stereo not given)	-13	1	-2
Cc1noc(C)c1-c1cccc([N+](=O)[O-])c1	.	-5	0
COCCc1noc(CN2CCCC2c2ccccn2)n1 (stereo not given)	-15	3	-5
Cc1oc(-c2cc3c(cc2Cl)OCO3)nc1CN1CCCCC1CCn1cccn1 (stereo not given)	-12	11	1
COCC(=O)N1CCC(C(NC(=O)c2cccs2)C(=O)N2CCCC2)CC1 (stereo not given)	1	-6	5
CCOC(=O)CN(CC(F)(F)F)C(=O)Cc1c[nH]c2ccccc12	.	-6	-13
CCC(C)N(Cc1ccc(C)cc1)C(=O)CCC1CCN(C)CC1 (stereo not given)	.	13	-9
C(=N/Nc1nc(Nc2ccccc2)nc(N2CCOCC2)n1)/c1cccnc1	-5	0	-5
CCOC(=O)c1nn(-c2ccccc2)c(=O)c2c(NC(=O)CCCCl)scc12	-5	1	1
COc1cccc(-n2sc3c(c2=S)-c2cccc4c2N(C(=O)C4=O)C3(C)C)c1	.	1	-10
CC(C)c1cc(N2CCN(C)CC2)nc(SCc2ccc(C(=O)NN3CCOCC3)o2)n1	-4	2	-3
Cc1ccn2c(NC3CCCCC3)c(-c3cccc(F)c3)nc2c1	-9	-7	-11
CC1(c2cc(F)ccc2F)NC(=O)N(CC(=O)N(CCc2ccccc2)CCc2ccccc2)C1=O (stereo not given)	.	-7	-4
CC(C)(C)c1cc(C(=O)N2CCOCC2)cc(C(C)(C)C)c1O	-1	-2	3
N#CC1C(=N)Oc2cc(N)ccc2C1c1cccs1 (stereo not given)	1	0	-2
CC1CN(C(=O)c2cc(Br)c[nH]2)CC(C)O1 (stereo not given)	.	-5	0
CC(C)(C)C(=O)N1CCN(Cc2nnnn2-c2ccc(F)c(F)c2)CC1	-5	-1	-1
COc1ccc(-c2n[nH]c(=S)n2N=Cc2cc(OC)c(OC)cc2OC)cc1	1	7	0
CN1CCN(c2nc(NCc3ccco3)nc(N)c2[N+](=O)[O-])CC1	-5	3	-2
COc1cc(F)ccc1-c1cc(C(=O)O)cc(S(=O)(=O)NC(C)C)c1	-5	-6	-3
COc1c(Cl)cc(Cl)cc1/C=N\n1c(C)nnc1-n1nc(C)cc1C	-8	8	-1
COc1ccc(CNC(=O)CN2C(=O)CC(c3ccccc3)=Nc3ccccc32)cc1	.	4	-5
COC(=O)c1ccc2oc(=O)n(C3CCN(C(=O)c4ccc5nonc5c4)CC3)c2c1	-10	20	-12
COC(=O)C1=C(C)NC2=C(C(=O)CCC2)C1c1ccccc1C(F)(F)F (stereo not given)	-4	2	-5
Cc1csc(NC(=O)CSc2nnc(-c3ccccc3F)n2C)n1	.	5	0
CCSc1nnc2c(n1)OC(/C(C)=C/c1ccccc1)Nc1ccccc1-2 (stereo not given)	-3	5	-4
Cc1ccc(-n2c(-c3ccc(Cl)cc3)cc(C(=O)N3CCN(c4cccc(Cl)c4)CC3)c2C)cc1	-7	-4	-12
CS(=O)(=O)N1CCCc2cc(C(=O)NC3CCCC3)ccc21	.	0	-3
Clc1cccc(Cl)c1NC1=NCCC1	.	-8	-3
COc1ccc(C#N)cc1NCc1ccc(-n2nc(C)cc2C)cc1	.	4	-6
CCCS(=O)(=O)NC(=O)C1(C)CCN1C(=O)Cc1ccc(-c2ccccc2)cc1 (stereo not given)	.	0	-7
Cc1cccc(CN2CCCC(O)(CN(C)Cc3ccc4nonc4c3)C2=O)c1 (stereo not given)	.	4	1
CC(C)N=c1scc(-c2ccc(OC(F)F)cc2)n1N=Cc1cc2c(cc1[N+](=O)[O-])OCO2	.	-6	-9
O=C1CCC(C(=O)N2CCC(N3CCSCC3)CC2)CN1CCc1ccccn1 (stereo not given)	.	8&0	-7&-7
COc1ccc(-c2nc(CN3CCC(=O)NCC3C)c(C)o2)c(OC)c1C (stereo not given)	.	2	-8
Cc1cc(C)n(-c2cc(NCCNC(=O)Nc3cccc(F)c3)nc(C)n2)n1	-5	-4	0
COc1cccc(CN(Cc2cccc(C(F)(F)F)c2)Cc2nc(C(=O)NCCN(C)C)co2)c1OC	-4	.	-7
Cc1cccc(NC(=O)c2cnc3sccn3c2=O)n1	-5	8	-2
CN(Cc1ccccc1)c1cc(C(C)(C)C)nc(SCc2ccc(C(=O)NCc3ccc4c(c3)OCO4)o2)n1	-5	0	-2
COCC(=O)Nc1nnc(SCc2cccc(Cl)c2)s1	1	-7	-4
Cc1cc(-c2nnc(NC(=O)c3cccc(S(=O)(=O)C(C)C)c3)o2)nn1C	-11	-6	-5
COc1ccc(-c2cc(C(=O)N3CCN(Cc4ccccn4)CC3)c3ccccc3n2)cc1OC	-7	-3	-3
CC(C(=O)O)c1ccc(CC2CCCC2=O)cc1 (stereo not given)	-3	0&5	-2&-7
COC(=O)C(C)C(Sc1cc(NC(C)=O)ccc1N)C(=O)OC (stereo not given)	.	2	-7
CC1(C)CC(=O)C2=C(C1)NC(=O)CC2c1ccsc1 (stereo not given)	.	8	-8
COc1ccc(-c2ncccc2NC(=O)C(C)C)c2ccc(C)nc12	.	4	0
c1ccc(-c2cnnc(N3CCCN(c4nc5ccccc5s4)CC3)n2)cc1	-12	6	-7

Another view of some results above:
Cc1noc(C)c1-c1cccc([N+](=O)[O-])c1
- mcGAS inh: .
- NPYLR7 ag: -5
- hcGAS inh: 0

Cc1cc(C)n(-c2cc(NCCNC(=O)Nc3cccc(F)c3)nc(C)n2)n1
- mcGAS inh: -5
- NPYLR7 ag: -4
- hcGAS inh: 0

CCOCCOc1nc(-c2ccc3c(c2)OCO3)n(-c2ccc(NC(=O)CCl)cc2)n1
- mcGAS inh: -9
- NPYLR7 ag: 20
- hcGAS inh: -6

(list continues)
SMILES	mcGAS inh	NPYLR7 ag	hcGAS inh
CN1CCN(c2cc(C(=O)NC3(c4ccccc4)CC3)ccn2)CC1	.	-20	-3
CCc1ccc(-c2nccn2Cc2cc(C)no2)o1	.	9	-5
O=C(CNC(=O)c1ccc2c(c1)OCCO2)Nc1ccc(F)c(F)c1F	-6	17	-14
N#CC(CC(=O)N1CCCCCC1)C(=O)Nc1ccc(Cl)cc1 (stereo not given)	-7	0	-10
O=C(c1cccc(Br)c1)N1CCCC(OCc2ccc(F)c(F)c2)C1 (stereo not given)	.	-1	2
CCC(C(=O)N(Cc1ccco1)Cc1nc2cc(Cl)ccc2o1)c1ccccc1 (stereo not given)	-4	1	-5
N#Cc1c(-c2ccccc2)nc2c(Cc3cccs3)c(N)nn2c1N	.	6	-4
O=c1c(CN2CC[C@@H](c3ccc4c(c3)OCO4)[C@H](O)C2)coc2ccccc12	.	7	-6
CCCCS(=O)(=O)N1CCN(c2ccc(NC(=O)COC)cn2)CC1	-5	0	-1
O=C(NNC(=O)c1ccco1)c1ccc(=O)n(Cc2ccccc2)c1	-6	-8	-4

Single entries from the list:
O=C(CNC(=O)c1ccc2c(c1)OCCO2)Nc1ccc(F)c(F)c1F @ mcGAS inh = -6
N#CC(CC(=O)N1CCCCCC1)C(=O)Nc1ccc(Cl)cc1 (stereo not given) @ NPYLR7 ag = 0
CN1CCN(c2cc(C(=O)NC3(c4ccccc4)CC3)ccn2)CC1 @ hcGAS inh = -3
O=C(c1cccc(Br)c1)N1CCCC(OCc2ccc(F)c(F)c2)C1 (stereo not given) @ NPYLR7 ag = -1
CCc1ccc(-c2nccn2Cc2cc(C)no2)o1 @ NPYLR7 ag = 9
CCCCS(=O)(=O)N1CCN(c2ccc(NC(=O)COC)cn2)CC1 @ NPYLR7 ag = 0
CCC(C(=O)N(Cc1ccco1)Cc1nc2cc(Cl)ccc2o1)c1ccccc1 (stereo not given) @ mcGAS inh = -4

Later entries
SMILES	mcGAS inh	NPYLR7 ag	hcGAS inh
Cc1cc(CNC(=O)CCCn2cncn2)c2[nH]c(-c3ccccc3)c(C)c2c1	-16	7	-5
Cc1cn2c3c(=O)[nH]c(=O)n(C)c3nc2n1CCNc1ccc(Oc2ccccc2)cc1	-10	1	-7
CC(C)NC(=O)N(Cc1ccc(C(F)(F)F)cc1)c1ccc(CC(=O)NCCN2CCCC2)cc1	.	4	-3
COC(=O)c1ccc(C=Nc2cc(C)cc(C)c2O)cc1	.	1	-4
CCC(C)NC(=O)c1cnc(N2CCN(c3ncccn3)CC2)[nH]c1=O (stereo not given)	.	6	-12
Nn1c(SCC(=O)Nc2ccc(Cl)c(C(F)(F)F)c2)nnc1-c1ccncc1	.	10	-6
O=C(CSc1nc(=O)n(CCO)c2c1CCC2)NCc1ccc(F)cc1	-10	-2	-6
COc1ccc(S(=O)(=O)NCCOc2ccc3nnc(-c4ccccc4)n3n2)cc1	-7	-3	-5
O=C(NCc1ccccc1)N1CCCN(c2nc(Cc3ccccc3)nc3onc(-c4ccccc4)c23)CC1	-5	7	1
Cc1nccn1CCCN1CCN(C2CCNC2)CC1 (stereo not given)	0	.	4
C=CCn1c(Cl)nc2c1c(=O)n(C)c(=O)n2C	.	2	-10
COc1ccccc1C(NC(=O)C1CCN(CCCN(C)S(C)(=O)=O)CC1)c1ccccn1 (stereo not given)	-4	6	-6
C/C(=C\c1ccccc1)C1Nc2ccccc2C(=O)N1CC1COC(C)(C)O1 (stereo not given)	-2	-2	-3
CCC(NC(=O)C1CCN(C(C)=O)CC1)c1ncccc1C (stereo not given)	-12	-4	-1
Cn1c(=O)[nH]c(=O)c2c1nc(N1CCN(CCO)CC1)n2CCCc1ccccc1	.	14	0
COC(=O)N[C@@H]1CC2=C(CCCC2)C[C@H]1I	.	-4	-4
Nc1c(C(=O)Nc2cccc(F)c2)c2ccccn2c1C(=O)c1ccccc1	-8	1	-7
O=C(Nc1ccc(-c2ccccc2)cc1)C1CC=CCC1C(=O)N1CCc2c([nH]c3ccccc23)C1 (stereo not given)	-3	-2	-3
CN(CCCN1c2ccccc2CCc2ccccc21)C(=O)c1cn[nH]n1	-10	3	-6
CCc1cc[n+](CC(=O)Nc2cccc(NC(C)=O)c2)cc1	.	3	-9
O=C(NCc1ccncc1)c1ccc(-c2ccc(C3CCCCC3)cc2)s1	-7	1	-8
CC(=O)N1C2=C(CCCC2)C(=O)NC12CCCCC2	-3	9	-4
COc1ccc(NC(=O)CCNc2nc(-c3cccc(Br)c3)nc3ccccc23)cc1	-7	19	-3
CN(C)Cc1ccc(S(=O)(=O)n2ccc(/C=C/C(=O)NO)c2)cc1	-12	0	-11
CCOCCCN(CC(=O)N(Cc1cccn1Cc1ccccc1Cl)CC(C)C)C(=O)c1cc(Cl)cc(Cl)c1	0	-4	-1
CC(=O)N1CCc2c(sc(NC(=O)Cc3ccc(C)cc3C)c2C#N)C1	.	8	-1
CCN(C(=O)c1cc(-c2c(C)nn(C)c2C)n[nH]1)c1nc(C)cs1	.	8	-9
